MITF primary: human MITF inhibition, primary screen. O75030. AlphaScreen MITF homodimerization, bead proximity signal. inhibition, % at 2.6 µM. hit rate 0.91% among 650,000. AID 1259374; in the data active = inhibition above about 50%;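 note: 0% = vehicle wells with protein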
Target sequence (O75030 whole entry, looked up): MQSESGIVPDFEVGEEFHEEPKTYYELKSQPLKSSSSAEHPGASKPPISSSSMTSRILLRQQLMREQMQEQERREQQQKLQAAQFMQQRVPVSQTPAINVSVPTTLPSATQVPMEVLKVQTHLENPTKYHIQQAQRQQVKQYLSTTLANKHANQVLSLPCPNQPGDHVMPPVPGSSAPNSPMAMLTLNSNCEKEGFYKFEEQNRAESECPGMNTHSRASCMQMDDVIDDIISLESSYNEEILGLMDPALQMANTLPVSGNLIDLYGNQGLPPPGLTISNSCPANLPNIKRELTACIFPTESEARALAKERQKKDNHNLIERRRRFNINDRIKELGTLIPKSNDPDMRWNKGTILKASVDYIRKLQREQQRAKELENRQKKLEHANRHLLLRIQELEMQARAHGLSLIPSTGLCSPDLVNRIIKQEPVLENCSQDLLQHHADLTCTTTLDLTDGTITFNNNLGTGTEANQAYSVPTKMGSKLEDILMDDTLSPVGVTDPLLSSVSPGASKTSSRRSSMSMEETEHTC
FBW7 act: activators of human E3 ligase FBW7 | Q969H0 | normalized activity (activation), % at 26.1 µM | hit rate 0.13% among 650,000 | AlphaScreen FBW7–phospho-cyclin E peptide binding, activator screen; in the data active = normalized activity above about 1.9%;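 note: purified mutant Fbw7 with reduced substrate affinity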
TEAD-YAP inh: TEAD-YAP interaction inhibition; HEK-TIYL cells, TEAD-Gal4/YAP UAS-luciferase luminescence; inhibition, % at 9.12 µM; hit rate 1.4% among 640,000; AID 1259422; in the data active = inhibition above about 32%;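 note: 0% = median of test compound wells and 100% = reference inhibitor wells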
GPR151 activ: activates the human receptor GPR151 | PathHunter beta-arrestin GPR151 cells, luminescence | hit rate 1% among 650,000 | AID 1508602 | activation, % at 11.2 µM; in the data active = activation above about 4.9%;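 note: 0% = median of compound wells and 100% = cells with positive control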
Target sequence (Q8TDV0 whole entry, looked up): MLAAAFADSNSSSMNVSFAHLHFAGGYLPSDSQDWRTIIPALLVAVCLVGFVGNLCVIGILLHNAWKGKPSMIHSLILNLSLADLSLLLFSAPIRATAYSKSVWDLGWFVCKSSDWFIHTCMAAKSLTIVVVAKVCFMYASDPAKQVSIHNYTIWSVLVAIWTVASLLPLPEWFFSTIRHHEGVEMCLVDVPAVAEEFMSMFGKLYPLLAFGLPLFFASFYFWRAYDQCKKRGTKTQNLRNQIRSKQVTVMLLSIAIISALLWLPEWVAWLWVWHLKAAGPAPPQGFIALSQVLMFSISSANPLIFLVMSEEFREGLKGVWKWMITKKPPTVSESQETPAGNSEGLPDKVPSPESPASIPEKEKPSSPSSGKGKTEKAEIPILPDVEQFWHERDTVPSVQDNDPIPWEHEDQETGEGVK
Active calls of the source: *; / = no result given. Outcome played no part in choosing rows; 3.5% or so of the library scored in one or more.

Preview (4 entries):
SMILES	MITF primary	FBW7 act	TEAD-YAP inh	GPR151 activ
C=CCNc1nc(NC(C)(C)CO)nc(OCC)n1	17	0.0	-2	-1.0
O=C(O)c1ccc2c(=O)[nH]c(=S)[nH]c2c1	18	0.1	1	-0.1
C=CCN1C(=O)/C(=C\c2ccc(-c3ccc(F)cc3)o2)C(=O)NC1=S	11	0.2	5	-1.6
CC1CN(CC2CC2)Cc2cc(Cl)ccc2O1 (configuration not stated)	5	-0.1	-1	1.0

This part in full, from the start:
SMILES	MITF primary	FBW7 act	TEAD-YAP inh	GPR151 activ
C=CCNc1nc(NC(C)(C)CO)nc(OCC)n1	17	0.0	-2	-1.0
O=C(O)c1ccc2c(=O)[nH]c(=S)[nH]c2c1	18	0.1	1	-0.1
C=CCN1C(=O)/C(=C\c2ccc(-c3ccc(F)cc3)o2)C(=O)NC1=S	11	0.2	5	-1.6
CC1CN(CC2CC2)Cc2cc(Cl)ccc2O1 (configuration not stated)	5	-0.1	-1	1.0
CCOC(=O)c1nc(N)sc1C	-6	0.1	-8	0.4
COCCn1c(Cc2ccccc2)nnc1SCC(=O)N1CCC(C)CC1	-3	-0.1	-7	-0.1
COc1ccc(NC(=O)CN2CCN(c3ccc(F)cc3)CC2)cc1	-4	0.3	7	0.7
COc1ccc(CN2CCN(Cc3cccn3-c3ncccn3)CC2CCO)c(C)c1C (configuration not stated)	-6	0.0	17	-0.6
COc1ccccc1C(=O)CN1C(=O)N(c2ccccc2)S(=O)(=O)c2ccccc21	-1	-0.2	7	-2.2
CC(=O)c1cccc(-n2nnnc2SCC(=O)NNC(=O)C(C)C)c1	11	-0.1	7	-0.1
CN=C1NN=C(c2ccccc2OC)CS1	5	0.0	-10	1.9
NCc1cccc2ccncc12	2	/	/	-1.9
O=[N+]([O-])c1ccccc1Cc1nc(-c2ccc(I)cc2)no1	6	-0.1	-9	1.6
CCn1c(=S)sc2c(=O)[nH]c(-c3ccc(OC)c(O)c3)nc21	-15	0.0	5	4.6
Cc1cccc(OC(=O)OCC(C)C)c1	21	0.7	7	-1.5
CCSc1nnc(-c2c[nH]c3ccccc23)o1	-10	0.0	-6	-0.7
O=C(Nc1cccc(C(F)(F)F)c1)c1cc2nc(-c3ccc(F)cc3)cc(C(F)(F)F)n2n1	-9	0.0	5	0.1
Cc1oc(-c2ccccc2Cl)nc1CS(=O)CC(=O)N1CCN(C)CC1 (configuration not stated)	1	-0.1	-1	-0.8
CC(C)(c1cc(Br)c(O)c(Br)c1)c1cc(Br)c(O)c(Br)c1	10	0.0	3	-1.8
O[C@@H]1CCN(c2nc3nonc3nc2N2CCCCCC2)C1	11	0.2	-3	-0.1
O=C(c1cc(Br)ccc1Cl)N1CCCC1	-16	-0.3	15	-0.5
CCOC(=O)C1=C(N)Oc2ccc3ccccc3c2C1c1ccc(C)cc1 (configuration not stated)	-3	-0.1	-13	-1.1
CC(=O)c1ccc(N/C=C\C(=O)c2ccc3ccccc3c2)cc1	5	-0.1	-11	4.7
O=C(/C=C/c1ccc([N+](=O)[O-])s1)Nc1ccc(Br)cc1	25	-0.1	-25	-0.8
COc1ccc(C(=O)NNC(=S)NCc2ccccc2)cc1	23	0.0	2	0.6
The listing continues.
SMILES	MITF primary	FBW7 act	TEAD-YAP inh	GPR151 activ
CCCCC[C@H]1O[C@H]1C/C=C\C/C=C\C/C=C\CCCC(=O)O	-3	/	/	-2.0
CC(=O)Nc1ccc(C(=S)NCC2(N3CCOCC3)CCCCC2)cc1	5	-0.1	-25	-0.5
COc1ccc(OCCOc2ccc(/C=C3/C(=N)N4N=C(C(F)(F)F)SC4=NC3=O)cc2OC)cc1	-2	0.0	13	-1.6
CCOC(=O)C1=C(C)N=c2s/c(=C\c3cc(OC)ccc3OC)c(=O)n2C1c1ccc(OC)c(OC)c1 (configuration not stated)	7	0.0	-7	0.2
Cc1c(Cl)cccc1NC(=O)C(C)N(c1ccccc1)S(C)(=O)=O (configuration not stated)	-7	-0.1	-6	-0.8
COc1ccc(C(=O)Nc2c3c(nn2-c2ccc(C)cc2)CSC3)cc1OC	7	0.1	-5	2.1
CCC(C)Nc1nc(=S)[nH]c2ccccc12 (configuration not stated)	-2	0.0	-9	-1.3
Cc1ccc(C(=O)CCNc2ccc(F)cc2)o1	1	-0.1	-16	1.0
Cc1cc([N+](=O)[O-])nn1CCCC(=O)Nc1sc2c(c1C#N)CCCC2	6	0.2	-3	-0.6
Cc1ccc(C)c(C(=O)N2CCN(C)CC2)c1	1	0.0	-1	0.2
CCn1c(O)c(C=NC2CCCC2)c(=O)[nH]c1=S	-12	-0.2	3	5.2*
CC(C(=O)NCC1CCCO1)N1C(=O)c2ccccc2C1=O (configuration not stated)	21	0.8	-3	-0.1
CCc1nnc(NC(=O)CSc2ccc(-c3ccccn3)nn2)s1	48	-1.9	1	-2.8
Cc1ccc(C(=O)N/C(=C\c2sccc2C)C(=O)NCc2ccncc2)cc1	-18	-0.2	-1	2.1
COc1cc(C(=O)N/N=C/c2cccs2)cc(OC)c1OC	-14	0.1	61*	-0.8
Fc1ccc(NC(=S)N(Cc2ccccc2)Cc2ccccc2)cc1Cl	6	0.1	6	2.2
CCCCn1c(=O)c2c(nc3n(Cc4ccc(OC)cc4)c(C)cn23)n(C)c1=O	11	0.6	3	0.1
CCc1ccc(-n2c(SCC(=O)Nc3cccc(C)c3)nc3n[nH]c(C)c3c2=N)cc1	3	0.0	6	2.7
Cc1cccc(NC(=O)Nc2ccc(C)c(NC(=O)Nc3cccc(C)n3)c2)n1	-9	-0.1	-6	0.2
CCCCOc1ccc(C2C(C(=O)OCCOC)=C(C)N=C3SCCC(=O)N32)cc1 (configuration not stated)	-3	0.2	-4	0.8
Nc1cc(Cl)ccc1C(=O)OCC(=O)NC1CCCC1	-8	0.0	-8	-0.5
O=C(CN1CCCCC1)NNC(=O)c1cccc(Br)c1	-1	0.2	2	-0.3
Cc1cccc(N(CC(=O)Nc2ccccc2C(=O)NC(C)C)S(C)(=O)=O)c1C	-7	-0.1	-7	-0.2
CCOc1ccc(Cc2cnc(N)nc2N)cc1	17	0.4	7	-1.4
O=C(Nc1cc(Oc2cccc(Cl)c2)cc([N+](=O)[O-])c1)c1cc2nc(-c3cccs3)cc(C(F)(F)F)n2n1	19	0.1	2	-1.3
Following part:
SMILES	MITF primary	FBW7 act	TEAD-YAP inh	GPR151 activ
CC[C@@H](Cn1ncc2ccccc2c1=O)NC(=O)c1cc(OC)c(OC)cc1-n1cnnn1	-1	0.2	7	-1.2
COc1ccc(OC)c(NC(=O)c2ccc(F)cc2)c1	1	0.0	0	1.3
Cc1ccccc1CSC1=NCCN1C(=O)c1ccc(S(=O)(=O)N(C)C)cc1	-5	-0.1	-1	-0.1
CCOCCn1cnc2sc(C(=O)Nc3cc(C)ccc3OC)c(C)c2c1=O	1	0.0	2	-0.5
c1ccc(OCCNc2ccnc(Nc3ccncn3)n2)cc1	5	0.2	0	1.4
COc1cc(/C=C2/SC(=Nc3ccccc3)N(N(C)C)C2=O)ccc1OCc1cccc2ccccc12	12	0.2	5	-0.5
CCC(=O)OCCNc1nc(-c2ccccc2)nc2ccccc12	5	0.1	1	-0.7
CCOC(=O)C(C)n1cnc2sc(C)c(-c3ccc(Cl)cc3)c2c1=O (configuration not stated)	9	0.0	6	0.1
CC1(C)CC(=O)C2=C(C1)N(c1c(F)cccc1F)C(N)=C(C#N)C2c1cccc(Cl)c1Cl (configuration not stated)	-6	0.1	-5	0.0
CC(C)N(CCNc1nc(Nc2ncccn2)nc2c1ncn2-c1ccsc1)C(C)C	-4	-0.1	2	0.3
O=C(CSc1cccc2cccnc12)Nc1ccc2ccccc2c1	-1	-0.1	-34	0.8
CCOC(=O)c1sc(NC(=O)c2ccc(S(=O)(=O)N3CCCCC3)cc2)nc1-c1ccccc1	1	-0.1	-1	0.5
O=C(/C=C\N1CCOCC1)c1ccc(Cl)cc1	-2	0.3	3	1.4
CN(C)c1ccc(NC(=O)CSc2nnnn2-c2ccccc2)cc1	14	-0.1	1	-1.1
Nc1cc(Cl)ccc1C(=O)OCC(=O)NCCc1ccc(F)cc1	-4	-0.1	-8	-0.3
Cc1cc(C)n(-c2nc3ccccc3c3nc(C)nn23)n1	19	0.6	-4	-0.3
CN1C(=O)c2cccc3cccc1c23	2	0.1	-9	0.6
Cc1cc(C)nc(NS(=O)(=O)c2ccc(Nc3nc(-c4cccs4)cs3)cc2)n1	-13	0.0	-7	0.0
O=C(Nc1ccc(Br)cc1F)c1cc(S(=O)(=O)N2CCN(c3ccccc3)CC2)ccc1F	-1	0.0	2	-1.6
O=C(Nc1ccc(Cl)c(Cl)c1)/C(=C/c1ccc2c(c1)OCO2)NC(=O)c1ccc(Br)cc1	-11	-0.2	8	0.9
CN(C)CCOC(=O)Nc1ccc([N+](=O)[O-])cc1	14	-0.1	4	0.2
O=C(c1cccnc1)N1c2ccccc2Sc2ccccc21	-4	0.0	-3	0.4
CCc1ccc(-c2nc(CN3CCC(C(=O)O)CC3)c(C)o2)cc1	3	0.3	0	-0.8
COC(=O)NNC(=O)c1ccccc1OC	-1	-0.1	-3	-0.1
CCN(CC)C(=O)C1CCCN(c2cccc(C(=O)Nc3ccc(NC(C)=O)cc3)n2)C1 (configuration not stated)	10	0.2	-3	0.5
Other compounds
SMILES	MITF primary	FBW7 act	TEAD-YAP inh	GPR151 activ
CN1CCc2nc(SCC(=O)Nc3ccc(F)cc3)c(C#N)cc2C1	21	0.8	-31	-1.8
CN(C)c1ccc2c(c1)OC(N)=C(C#N)C2c1cccc(F)c1 (configuration not stated)	-8	-0.2	0	1.5
CCOC(=O)c1c(NC(=O)C(C)Sc2nnc(CNC(=O)c3cccs3)n2-c2cccc(C(F)(F)F)c2)sc2c1CCC2 (configuration not stated)	-2	0.1	11	2.9
CCOC(=O)c1cc(-c2ccccc2)sc1NC(=O)COc1ccc([N+](=O)[O-])cc1	-4	-0.1	3	1.9
COc1ccc(C(=O)SC2=NCCS2)cc1	11	-0.1	12	-0.2
Nc1nc(SCC(=O)Nc2ccc([N+](=O)[O-])cc2Cl)n[nH]1	8	0.0	10	-0.2
CC(=O)N(/C=C1\Sc2ccccc2C1=O)c1ccc(Cl)c2cccnc12	-5	-0.1	-11	0.4
Cc1cc(C)n(-c2nc3ccccc3nc2Nc2ccc3c(c2)OCCO3)n1	8	1.4	-9	-0.4
COC(=O)c1ccc(NC(=O)C(=O)N2CCCC2)cc1	-11	-0.1	-49	-2.6
C/C(=N\NC(=O)c1cccc(Cl)c1)c1ccc([N+](=O)[O-])o1	19	1.1	-13	-1.1
N#Cc1ccc(OCC(O)CN2CCCCC2)cc1 (configuration not stated)	7	0.9	-7	-1.2
COc1ccc(C2=NOC(C(=O)Nc3ccc(C#N)cc3)C2)cc1 (configuration not stated)	6	0.0	8	0.3
CCOc1cc2c(cc1OCC)C(CN1C(=O)c3ccccc3C1=O)=NCC2	3	-0.1	-9	1.4
COc1ccc(C(=O)NC2(C(F)(F)F)NC(=O)N(c3ccc(OC)cc3)C2=O)cc1 (configuration not stated)	-2	-0.1	-3	0.0
CCn1c(SCC(=O)Nc2sc3c(c2C(N)=O)CCCC3)nnc1-c1cccnc1	8	-0.1	14	0.4
Cc1[nH]c2ccccc2c1C(c1ccc(Br)o1)c1c(C)[nH]c2ccccc12	10	1.2	11	-1.2
CSc1ccc(C(=O)N2CCC(C3(C)NC(=O)N(Cc4ccncc4)C3=O)CC2)cc1 (configuration not stated)	41	-0.2	-8	-0.8
CCCCCNC(=O)c1ccc2c(=O)n(CCOC)c(=O)[nH]c2c1	-2	-0.1	3	1.7
CCC(C)C(=O)N1c2cc(C)ccc2-c2c(ssc2=S)C1(C)C (configuration not stated)	12	0.0	8	-0.7
O=C(CN1CCC(NC(=O)c2ccccc2Cl)CC1)NCc1ccco1	6	0.0	0	1.0
C=CCN(c1ccccc1)S(=O)(=O)c1ccc2[nH]cc(C(=O)NCCCC)c(=O)c2c1	-6	0.1	8	-0.8
Cc1cccc(-c2nnc(-c3ccc(Br)cc3)o2)c1	-3	-0.1	-21	-0.1
O=C(CNS(=O)(=O)c1c(F)cccc1F)OCC(=O)c1c[nH]c2ccccc12	-10	-0.2	-5	-0.2
Cc1ccc(S(=O)(=O)Nc2nc3ccccc3s2)cc1	3	0.1	2	1.0
C(=N\N1CCOCC1)/c1cn(-c2ccccc2)nc1-c1ccccc1	13	0.1	-9	2.3
O=C(Nc1cnc2ccccc2c1)c1cnc(N2CCN(c3ncccn3)CC2)c2ccccc12	-1	0.0	15	0.6
COC(=O)c1ccccc1NC(=O)c1sc2ncn(CC(=O)N3CCCC3)c(=O)c2c1C	6	0.1	-2	1.1
COc1ccc(N2CCN(C(=O)CSc3nnc4nc(C)cc(C)n34)CC2)cc1	24	0.2	8	-0.3
COc1ccc(-c2onc3ccc(Cl)cc23)cc1	46	-0.2	-6	-0.3
CNS(=O)(=O)c1cccc2ccccc12	-5	0.1	7	0.9

Full records as entered above. Screens in order: MITF primary, FBW7 act, TEAD-YAP inh, GPR151 activ
O=C(c1cc(Br)ccc1Cl)N1CCCC1 in the list: -16, -0.3, 15, -0.5
O=C(/C=C\N1CCOCC1)c1ccc(Cl)cc1 in the list: -2, 0.3, 3, 1.4
CCn1c(SCC(=O)Nc2sc3c(c2C(N)=O)CCCC3)nnc1-c1cccnc1 in the list: 8, -0.1, 14, 0.4
CC(C)N(CCNc1nc(Nc2ncccn2)nc2c1ncn2-c1ccsc1)C(C)C in the list: -4, -0.1, 2, 0.3
C=CCNc1nc(NC(C)(C)CO)nc(OCC)n1 in the list: 17, 0.0, -2, -1.0
